EP2 antag = blocks the human prostaglandin E2 receptor EP2. C6 glioma cells expressing human EP2, cAMP TR-FRET; cells stimulated with saturating PGE2. inhibition, % at 25 µM. P43116. 260,000 tested, 0.52% active;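 active = percent inhibition above 40 after rounding to a whole number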;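 also: rat C6 glioma host cells with rolipram phosphodiesterase inhibitor present; the protocol text gives 20 µM as final concentration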
Target sequence (P43116 whole entry, looked up): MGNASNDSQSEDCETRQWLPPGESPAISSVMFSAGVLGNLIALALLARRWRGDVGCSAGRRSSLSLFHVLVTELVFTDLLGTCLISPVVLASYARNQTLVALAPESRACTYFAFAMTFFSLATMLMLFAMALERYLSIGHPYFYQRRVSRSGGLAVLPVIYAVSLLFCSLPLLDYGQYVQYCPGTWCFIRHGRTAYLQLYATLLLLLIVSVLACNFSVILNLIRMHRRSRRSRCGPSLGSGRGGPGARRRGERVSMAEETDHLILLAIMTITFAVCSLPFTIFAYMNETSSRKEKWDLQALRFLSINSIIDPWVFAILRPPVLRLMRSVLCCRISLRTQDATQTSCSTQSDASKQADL
An asterisk follows results filed as active; & = joins results of further samples. These rows are one share of the data. The share of hits here may be higher or lower than overall.

SMILES	EP2 antag
Cc1ccc(C(=O)Nc2ccc(N3CCN(C(=O)c4ccco4)CC3)cc2)c(Cl)c1	9
CC(C(=O)NCCn1nnn(-c2ccccc2)c1=O)n1ncc2ccccc2c1=O (stereo unspecified)	2
Cc1ccc(-c2nnc(SCC(=O)Nc3ccc(S(=O)(=O)N(C)C)cc3)o2)cc1	9
c1cc(CNc2ccc(N3CCCC3)cc2)ccn1	15
NCc1nnn(Cc2ccccc2)c1N	10
CN(C(=O)Cn1nc(C(F)(F)F)c2c1CCCC2)C1CCCCC1	6
Cc1ccc(NC(=O)c2ccco2)c(NC(=O)c2ccccc2)c1	8
O=S(=O)(O)c1ccc2c(N=Nc3c(O)ccc4ccccc34)cccc2c1	41*
CCC(=O)N(Cc1cc2cc(C)ccc2[nH]c1=O)C1CC1	12
COc1cc(/C=C2/C(C)=C(C#N)c3nc(N)c(C#N)c(C)c32)cc(OC)c1O	13
CC(C(=O)NCc1ccco1)N1CCN(C)CC1 (stereo unspecified)	23
Cc1ccc2cc(CN(Cc3cccnc3)S(=O)(=O)c3ccc(C)c(Cl)c3)c(=O)[nH]c2c1	7
O=C(Nc1cccc(F)c1)c1c(O)c2c([nH]c1=O)CCCC2	7
CCOc1ccccc1NC(=O)C1CC(=O)N(c2ccc(OC)cc2)C1 (stereo unspecified)	3
CCOc1cc(C2NC(=O)NC(C)=C2C(C)=O)ccc1OC (stereo unspecified)	8
CCOC(=O)C1=C(C)NC(=S)NC1c1ccc(OCC(=O)N2CCCCCC2)cc1 (stereo unspecified)	7
O=C(Cn1cnc([N+](=O)[O-])n1)NCCC1=CCCCC1	6
COc1ccc(OC)c(CC(=O)NCc2nc(-c3ccncc3)n[nH]2)c1	7
Cc1sc2nc(C3CCCCC3)nc(SCC(=O)N3CCOCC3)c2c1C	8
COc1cccc(CN(Cc2cnn(C)c2C)CC2CCCO2)c1OC (stereo unspecified)	2
O=C(Nc1ccccc1)c1ccc(F)cc1F	6
COc1ccc(C(=O)Nc2ccc(NC(=O)c3ccco3)cc2)cc1OC	4
CCC(c1nnnn1Cc1ccc(OC)cc1)N1CCN(C(=O)c2ccco2)CC1 (stereo unspecified)	10
C[C@H](CC(=O)O)C(C(=O)O)C(=O)O	7
CNC(=S)N(Cc1ccc(F)cc1)Cc1cc2cc(C)c(C)cc2[nH]c1=O	23
SMILES	EP2 antag
Cc1nc(SCC(=O)Nc2sc(C)c(C)c2C#N)[nH]c(=O)c1Cc1ccccc1	6
C=CCOc1cccc(C2C(C(=O)c3ccco3)=C(O)C(=O)N2Cc2ccco2)c1 (stereo unspecified)	7
CCOc1cc2c(C#N)c(N3CCCC3)nc(N)c2c(N)n1	11
Cc1cc(C)cc(OCC(=O)Nc2sc(C)c(C)c2C(N)=O)c1	4
CCOC(=O)c1sc(NC(=O)CSc2ccc(-c3nc4ccccc4[nH]3)cn2)c(C#N)c1C	7
C=C(C)Cn1c(SCC(=O)Nc2ccc(F)cc2)nc2sc3c(c2c1=O)CCCC3	21
Cc1cc(C)nc(N2CCC(CNC(=O)Cc3c[nH]c4ccccc34)CC2)n1	10
Cc1cc2cc(C(c3nnnn3C(C)(C)C)N3CCC(C)CC3)c(=O)[nH]c2cc1C (stereo unspecified)	18
COc1ccc(CCC2CCN(C)CC2)c(O)c1	5
COCCN1C(=O)N[C@@H](c2cccc(F)c2)C(C(C)=O)=C1C	14
Cn1c(=O)c2[nH]c(CSCc3ccccc3)nc2n(C)c1=O	9
COc1cccc(OCC2CCCN(S(=O)(=O)c3ncn[nH]3)C2)c1 (stereo unspecified)	10
O=C(CCc1ccccc1)NCc1nc(-c2ccncc2)n[nH]1	7
N#CCC(=O)Nc1ncc(Cc2ccc(Cl)cc2Cl)s1	6
COc1cc2[nH]c(=O)c(C(=O)NCc3ccncc3)c(O)c2cc1OC	11
S=C(Nc1ccc2c(c1)Cc1ccccc1-2)Nc1ccc2c(c1)Cc1ccccc1-2	55*
COc1ccccc1C(=O)Nc1ccc(N2CCN(C(=O)C(C)C)CC2)c(Cl)c1	14
CCC1=C(C)CN(C(=O)NCCc2ccc(S(=O)(=O)NC(=O)NC3CCC(C)CC3)cc2)C1=O (stereo unspecified)	14
CC(C)(C)c1ccc(CN2CCN([C@H](c3ccccc3)c3ccc(Cl)cc3)CC2)cc1	45*
COCCNC(=O)Cn1cc(/C=C2\C(=O)NC(=S)N(c3ccccc3)C2=O)c2ccccc21	7
O=C(NC(=S)Nc1cccnc1)c1ccccc1	12
CC(=O)Nc1ccc(C(=O)N2CCC(C)CC2)cc1	11
CN(C)CCn1nc(-c2cccnc2)oc1=O	4
COc1cccc(-c2noc(C3CCCN(S(=O)(=O)c4ccc(NC(C)=O)cc4)C3)n2)c1 (stereo unspecified)	12
N#Cc1ccc(OC(=O)c2ccc(N=C(N)N)cc2)cc1	75*
SMILES	EP2 antag
COc1ccc(S(=O)(=O)N2CCCC(C(=O)NCc3ccc(F)cc3)C2)cc1 (stereo unspecified)	1
CCOc1ccccc1N1C(=O)NC(=O)/C(=C/c2cn(C(C)=O)c3ccccc23)C1=O	21
COCCCNC(=O)c1cc2c(=O)n3cc(C)ccc3nc2n(CCCOC)c1=N	10
CCn1ncc(CN(CCN(C)C)Cc2cccs2)c1C	6
CC(C)(C)NC(=O)C1N(c2ccccc2)C(=O)C2C(C(=O)NCc3cccs3)C3C=CC21O3 (stereo unspecified)	15
Clc1ccccc1CN(CCCn1ccnc1)Cc1cnc[nH]1	7
Cc1cc2oc(C(=O)Nc3cccc(-c4csnn4)c3)cc(=O)c2cc1C	10
COC(=O)COc1ccc(S(=O)(=O)Nc2ccc3c(c2)OCO3)cc1C	7
CCOc1ccc(C2NC(=O)C(C#N)=C(S)N2c2ccc(F)cc2)cc1OC (stereo unspecified)	15
O=C(NCc1cccs1)C1CCN(S(=O)(=O)c2ccc(C(F)(F)F)cc2)CC1	13
COCCNc1nc2c(c(=O)n(C)c(=O)n2C)n1CCCc1ccccc1	13
Cc1cccc(NC(=O)Cn2cc(C(=O)c3ccco3)c3ccccc32)c1C	6
Cc1ccc(N(CC(=O)Nc2ccc3c(c2)OCCO3)S(C)(=O)=O)cc1Cl	10
C=CCNC(=O)c1cc2c(=O)n3cc(C)ccc3nc2n(CCN2CCOCC2)c1=N	7
CCc1cccc(CC)c1NC(=O)CSc1nnc(-c2ccco2)n1CC	7
Cc1nn(CC(=O)NCCN(C(C)C)C(C)C)c(=O)c2cc3occc3n12	4
Cn1nnc(NC(=O)COc2ccc(Cl)cc2)n1	11
O=C(c1ccc2c(c1)OCO2)N1CCc2nc(-c3ccccc3)[nH]c(=O)c2C1	1
Cc1ccc(-n2cnnn2)c(Br)c1	12
COc1cccc(NC(=O)CCN2CCCC(C)C2)c1 (stereo unspecified)	5
CC[C@H]1OC(=O)[C@H](C)[C@@H](O[C@H]2C[C@@](C)(OC)[C@@H](O)[C@H](C)O2)[C@H](C)[C@@H](O[C@@H]2O[C@H](C)C[C@H](N(C)C)[C@H]2O)[C@](C)(O)C[C@@H](C)C(=O)[C@H](C)[C@@H](O)[C@]1(C)O	6
Cc1ccc(-c2cc(C(=O)N3C(C)CC(C)CC3C)no2)cc1 (stereo unspecified)	18
CCn1c(=O)oc2cc(S(=O)(=O)NCC3(N4CCOCC4)CCCCC3)ccc21	2
O=C(CCSc1nc(-c2ccc3c(c2)OCO3)cc(C(F)(F)F)n1)Nc1ccc(O)cc1	10
CCOc1ccc(-n2nnnc2SCC(N)=O)cc1	12

4 records drawn at random from the list so far, as already listed:
SMILES	EP2 antag
Cc1ccc(-n2cnnn2)c(Br)c1	12
COCCCNC(=O)c1cc2c(=O)n3cc(C)ccc3nc2n(CCCOC)c1=N	10
COc1cccc(NC(=O)CCN2CCCC(C)C2)c1 (stereo unspecified)	5
CCOc1ccc(-n2nnnc2SCC(N)=O)cc1	12

Filtered by structure, those above with a cyano group (7)
SMILES	EP2 antag
COc1cc(/C=C2/C(C)=C(C#N)c3nc(N)c(C#N)c(C)c32)cc(OC)c1O	13
Cc1nc(SCC(=O)Nc2sc(C)c(C)c2C#N)[nH]c(=O)c1Cc1ccccc1	6
CCOc1cc2c(C#N)c(N3CCCC3)nc(N)c2c(N)n1	11
CCOC(=O)c1sc(NC(=O)CSc2ccc(-c3nc4ccccc4[nH]3)cn2)c(C#N)c1C	7
N#CCC(=O)Nc1ncc(Cc2ccc(Cl)cc2Cl)s1	6
N#Cc1ccc(OC(=O)c2ccc(N=C(N)N)cc2)cc1	75*
CCOc1ccc(C2NC(=O)C(C#N)=C(S)N2c2ccc(F)cc2)cc1OC (stereo unspecified)	15

Carrying on.
SMILES	EP2 antag
COC(=O)c1ccc(NC(=O)CSc2nnc3c4c5c(sc4nc(C4CC4)n23)CCCC5)cc1	20
CC(C)n1c(N(C)C)nc2c1c(=O)n(C)c(=O)n2C	14
CCc1ccc(NC(=O)CSc2nnc(-c3ccco3)n2CC)cc1	6
CCc1ccc2[nH]c(=O)c(C(c3nnnn3Cc3ccccc3)N3CCN(CC)CC3)cc2c1 (stereo unspecified)	7
CC(C)[C@@H](Cn1nnc2ccccc21)NC(=O)C1CCN(C(=O)c2cccs2)CC1	3
COc1cccc(C2(NC(=O)c3cnn4c(C)cc(C)nc34)CCCC2)c1	5
COc1ccc(-c2cc(-c3ccc(Cl)s3)nc(N)c2C#N)cc1	13
Cc1ccc2nc(-c3ccc(NC(=O)c4ccc(N)cc4)c(S(=O)(=O)O)c3)sc2c1	46*
O=C(c1ccc(F)cc1)[C@H]1CCCN(C(=O)c2ccn[nH]2)C1	5
CCC(C)(C)n1nnnc1C(c1cc2cc3c(cc2[nH]c1=O)OCCO3)N1CCCC1 (stereo unspecified)	13
CCOC(=O)CNC(=O)CSc1nnc(-c2ccc(Br)cc2)n1C	7
Cc1csc(N2CCCC2c2nc3cc(Cl)c(N4CCCCC4)cc3n2CCOCCO)n1 (stereo unspecified)	7
CCC(c1nnnn1Cc1ccco1)N(Cc1ccco1)Cc1cc2c(C)ccc(C)c2[nH]c1=O (stereo unspecified)	10
O=C1CCc2cc(S(=O)(=O)Nc3ccc(Cc4ccncc4)cc3)ccc2N1	2
Cc1cccc2cc(CN(C(=O)c3cnccn3)C3CCCC3)c(=O)[nH]c12	5
CCCC(=O)N1CCN(c2ccc(NC(=O)c3ccc(OC)c(Cl)c3)cc2)CC1	8
COc1ccc(Cl)cc1NC(=O)CSc1nnc(-c2ccc(C)cc2)n1C	16
COc1ccc(NC(=O)CSc2nc3c(C)c(C)ccc3cc2C#N)c(OC)c1	15
Cc1ccc(C)c2[nH]c(=O)c(CN(CC3CCCO3)C(=S)Nc3ccc(F)cc3)cc12 (stereo unspecified)	7
COc1cc2sc3ccc(C#Cc4ccc(N)cc4)cc3c(=O)c2cc1OC	13
CCCCOc1ccc(Cl)cc1Nc1nc(NCCO)nc(N2CCCC2)n1	10
FC(F)(F)c1ccccc1-n1ccnc1	9&6
CC(C)(C)NC(=O)Cn1c(=S)[nH]c2ccccc21	17
O=C(O)C[C@H]1OCC=C2C[N+]3([O-])CC[C@@]45c6ccccc6N[C@@H]4[C@@H]1[C@@H]2C[C@H]53 (stereo partly specified)	54*
CCOCCCNC(=S)N(CCCO)Cc1cc2ccc(OC)cc2[nH]c1=O	25
SMILES	EP2 antag
O=C1CC2(CCCC2)Oc2ccc(F)cc21	12
CCC(=O)Nc1cc(NC(=O)CSc2nc3cccnc3n2C)ccc1C	14
COCCc1ncc(CN(Cc2ccccc2F)C2CC(C)(C)NC(C)(C)C2)cn1	7
CCCn1c(SCC(=O)NCc2ccccc2)nnc1C(C)C	7
Cc1cc(C)nc(Nc2ccc(Br)cc2C(=O)O)n1	12
CCc1ccccc1NC(=O)CSc1nc2c(c(=O)n(C)c(=O)n2C)n1CC	13
O=C(O)c1ccc(OCc2ccccc2)c(Cl)c1	8
O=C(/C=C/c1cccs1)NC(=S)N1CCCCC1	12
CCn1c(N(C)N=O)nc2ccccc21	10
NS(=O)(=O)c1ccc(NC(=O)c2ccc(-c3cc(Cl)ccc3Cl)o2)cc1	7
C[C@H](Cn1nnc2ccccc21)NC(=O)c1cc2ccccc2oc1=O	9
Cc1ccccc1-c1nnc(NC(=O)C2CC2)s1	11
COc1ccc(C2(CNC(=O)/C=C/c3ccc(Cl)cc3)CCOCC2)cc1OC	8
Cc1cc(C)c2c(c1)c(C)cc1nnc(SCC(=O)Nc3ccccc3Br)n12	7
COc1ccc(Cl)cc1N(CC(=O)NC(C)(C)C)C(=O)CNC(=O)c1cccs1	4
CCc1c(C#N)c(N)nc(SCC#N)c1C#N	16
O=C1c2ccccc2N[C@H](c2cc(Cl)cc(Cl)c2O)N1CCc1ccccn1	55*
CCn1c(SCC(=O)Nc2ccc3c(c2)OCO3)nnc1-c1cccs1	10
O=C(c1ncoc1-c1ccc(F)cc1)N1CCN(Cc2ccc3c(c2)OCO3)CC1	4
CN(C)CCOC(=O)CCN1C(=O)/C(=C/c2cccs2)SC1=S	5
COc1ccc(OC)c(-c2cn3c(-c4ccccn4)c(-c4ccccn4)nnc3n2)c1	9
O=C(NCc1ccccc1)[C@]1(C(F)(F)F)C[C@H](CCc2ccccc2)CCCO1	17
COc1ccc(NC(=O)CSc2nc(-c3ccc(OC)c(OC)c3)cc(C(F)(F)F)n2)c(C)c1	14
O=C(O)CC(CC(=O)O)C(=O)O	11
Cc1cc(C)nc(SCc2ccc(C(=O)Nc3nccs3)cc2)n1	7
SMILES	EP2 antag
COc1cccc(OC)c1C(=O)Nc1ccc(NC(=O)c2ccco2)c(C)c1	6
Cc1nn(Cc2ccccc2)c(C)c1/C=C/C1=CCN(C)CC1	8
COc1ccccc1-c1nnc(SCC(=O)Nc2sc3c(c2C#N)CCCC3)n1C	7
CC(=O)c1cc2c(cc1N(C(=O)c1ccco1)C(C(=O)NC1CCCC1)c1ccccc1F)OCO2 (stereo unspecified)	9
CCCC(NC(=O)C1C=CCN1S(C)(=O)=O)c1cccs1 (stereo unspecified)	2
N#Cc1c(NC(=O)CSc2nnc3c(n2)[nH]c2ccc(F)cc23)sc2c1CCCC2	16
Cc1ccc(C2(O)CCN(Cc3cc(Cl)c4c(c3)OCO4)CC2)cc1	3
CCCn1c(NCc2cc(OC)c(OC)c(OC)c2)nc2ccccc21	10

Compound activity from PubChem.
